BCR signal inh: inhibitors of chronic active B-cell receptor signaling; 0.05% of 340,000 active; ABC-DLBCL IkBa-CBG/CBR reporter, luminescence ratio, 4 h; Potency, µM (highest dose often 46.1 µM), for the others: top-dose ratio change, negative = lower green/red ratio, actives largely listed as inhibitors; active = well fitted inhibition curve with a large enough effect in the signal ratio, with a control signal flat, not every such curve was filed as active; inconclusive = small, poorly fitted or top-dose-only effect, or effect the other way, or a change in a side signal; the % refers to the signal ratio;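 note: potency is the fitted concentration of half-maximal effect; plate controls were basal doxycycline-induced cells for no effect and cells given 10 µM MG132 for full effect; MG132 reads +100%, hits lower the ratio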
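TMD8 ABC-DLBCL cells carrying doxycycline-inducible green luciferase fused to IkappaBalpha plus unfused red luciferase were exposed to compounds (up to 46 uM) for 4 hrs at 37C. Activity came from the overlap-corrected green/red luminescence ratio.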
Eya2 phos inh: Eya2 (human) phosphatase inhibition | recombinant Eya2, OMFP fluorescence dephosphorylation (OMFP is methylfluorescein phosphate) | Potency, µM (titrated, usually from 76.9 µM), for the others: at the highest dose activity, negative = inhibition, most hits filed as inhibitors | 0.006% of 330,000 active | AID 488837; note: potency is the fitted concentration of half-maximal effect; % is set by controls: 0 for no effect and ±100 for the full control effect
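Eya2 protein (added as 0.2 uM solution) was preincubated with compound for 10 min at ambient temperature in 50 mM HEPES pH 7.5, 50 mM NaCl, 5 uM MgCl2, 0.05% BSA, 1 mM DTT. OMFP (added at 50 uM) then reacted 10 min; fluorescence read at 485/525 nm.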
S-ASM inh: human S-ASM enzyme inhibition; P17405; placental ASM, HMU-PC fluorogenic substrate, 60 min; Potency, µM (highest dose often 57.5 µM), for the others: at the top dose activity change, negative = inhibition, hits mostly inhibitors; 0.006% of 340,000 active; note: potency is the fitted concentration of half-maximal effect
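qHTS format. ASM enzyme prepared from human placenta hydrolyses the fluorogenic substrate HMU-PC0 (9 uM final) over 60 min at 37 °C after a 10 min compound preincubation.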
hERG WT inh: blocks the wildtype human KCNH2 potassium channel; Q12809; U2OS, BacMam KCNH2, thallium flux FluxOr; stronger effect = lower value; activity change, % at 1.84 µM; 0.37% of 340,000 active;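 active = maximum activity change below -70%; inconclusive = maximum activity change between -70% and -50%; inactive = maximum activity change above -50%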; note: % is set by controls: 0 for no effect and ±100 for the full control effect
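U2OS cells transduced with wild-type KCNH2 virus are loaded with FluxOr dye for 45 min, and thallium flux is measured in kinetic reads before and after stimulation buffer. Rate constants are normalized to DMSO controls.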
Mito fusion yeast: blocks mitochondrial division or promotes mitochondrial fusion. S. cerevisiae fusion-defective mutant growth rescue, CellTiterGlo 48 h. Potency, µM (highest dose often 46.1 µM), without a hit: at the top dose growth rescue (activation), hits mostly activators. 0.23% of 320,000 active. AID 485298;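 note: potency is the fitted concentration of half-maximal effect; % of control where 0% means no effect; nearly all actives have a fitted effect of over 45% in size; temperature-sensitive fusion mutants such as fzo1-1 at 37 °C on non-fermentable ethanol glycerol medium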
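Yeast fusion mutant, YPEG (non-fermentable carbon), compound, 48 h at 37C non-permissive; CellTiterGlo added, 10 min RT, luminescence read. Rescued growth = division inhibition.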
MBNL1 CUG block: inhibitors of human MBNL1 binding to CUG repeat RNA; Q9NR56; TR-FRET MBNL1-His/biotin-(CUG)12 binding, 665/545 ratio; Potency, µM (series often up to 57.5 µM), without a hit: at the highest dose activity change, negative = inhibition, most hits filed as inhibitors; 0.036% of 280,000 active; AID 2675; active = well fitted inhibition curve with a large enough effect in the signal ratio, with a control signal flat, not every such curve was filed as active; inconclusive = small, poorly fitted or top-dose-only effect, or effect the other way, or a change in a side signal; inactive = no such curve, though single readings can be large or run the other way; the % refers to the signal ratio; note: potency is the fitted concentration of half-maximal effect; % is set by controls: 0 for no effect and ±100 for the full control effect
Target sequence (Q9NR56 whole entry, looked up): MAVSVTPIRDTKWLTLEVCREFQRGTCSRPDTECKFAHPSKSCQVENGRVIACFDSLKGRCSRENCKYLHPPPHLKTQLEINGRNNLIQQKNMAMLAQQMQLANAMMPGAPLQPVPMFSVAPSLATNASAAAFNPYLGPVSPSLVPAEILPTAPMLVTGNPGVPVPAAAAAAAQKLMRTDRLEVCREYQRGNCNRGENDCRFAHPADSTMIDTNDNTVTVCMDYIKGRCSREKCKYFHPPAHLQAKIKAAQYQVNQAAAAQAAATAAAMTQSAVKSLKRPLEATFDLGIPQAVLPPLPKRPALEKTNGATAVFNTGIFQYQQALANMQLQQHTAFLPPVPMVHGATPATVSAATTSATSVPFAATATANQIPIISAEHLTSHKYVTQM
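MBNL1-His + Biotin-(CUG)12, cpd titration 92 nM–58 uM; Tb anti-His Ab 0.055 ng/ul, SA-XL665 5 nM (final); 60 min RT; ratiometric 665/545 nm, Ex 340 nm; normalized to buffer and full-complex controls.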
Menin MLL FP TR: displaces Texas Red mutant MLL peptide from human menin; O00255; Menin + Texas Red MLL mutant peptide, fluorescence polarization; Potency, µM (highest dose often 61.6 µM), without a hit: at the highest dose FP activity change, negative = inhibition, hits mostly inhibitors; 0.23% of 270,000 active; active = well fitted inhibition curve with a large enough effect in the polarisation, with a control signal flat, not every such curve was filed as active; inconclusive = small, poorly fitted or top-dose-only effect, or effect the other way, or a change in a side signal; inactive = no such curve, though single readings can be large or run the other way; the % refers to the polarisation; note: potency is the fitted concentration of half-maximal effect; % of control where 0% means no effect; many of its hits are not listed in these tables
TSHR antag: blocks TSH signaling through the human TSH receptor; P16473; activity change, negative = inhibition, % at 11.5 µM; TSHR-expressing cells, TSH-stimulated cAMP HTRF, 2 h; stronger effect = lower value; AID 504810; 0.2% of 330,000 active;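 active = activity change below a set negative limit, meaning inhibition stronger than a set level, cut at about -70% in these data; inconclusive = activity change between two set negative limits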; note: % is set by controls: 0 for no effect and ±100 for the full control effect
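Inhibition of cAMP made by TSHR-expressing cells under TSH stimulation (4nM final, EC80; 2 h, 37 deg C) is quantified with a one-step lysis HTRF kit, anti-cAMP cryptate versus cAMP-d2.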
USP2a inh: blocks human ubiquitin-specific protease USP2a; O75604; USP2 core, Ub-CHOP2 coupled fluorogenic reporter, 485/531; Potency, µM (top dose mostly 38.3 µM), inactives show at the highest dose activity change, negative = inhibition, most hits filed as inhibitors; 0.01% of 330,000 active; AID 463254;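 note: potency is the fitted concentration of half-maximal effect; plate controls were DMSO wells for no effect and full inhibition by NEM control for full effect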
Target sequence (O75604 whole entry, looked up): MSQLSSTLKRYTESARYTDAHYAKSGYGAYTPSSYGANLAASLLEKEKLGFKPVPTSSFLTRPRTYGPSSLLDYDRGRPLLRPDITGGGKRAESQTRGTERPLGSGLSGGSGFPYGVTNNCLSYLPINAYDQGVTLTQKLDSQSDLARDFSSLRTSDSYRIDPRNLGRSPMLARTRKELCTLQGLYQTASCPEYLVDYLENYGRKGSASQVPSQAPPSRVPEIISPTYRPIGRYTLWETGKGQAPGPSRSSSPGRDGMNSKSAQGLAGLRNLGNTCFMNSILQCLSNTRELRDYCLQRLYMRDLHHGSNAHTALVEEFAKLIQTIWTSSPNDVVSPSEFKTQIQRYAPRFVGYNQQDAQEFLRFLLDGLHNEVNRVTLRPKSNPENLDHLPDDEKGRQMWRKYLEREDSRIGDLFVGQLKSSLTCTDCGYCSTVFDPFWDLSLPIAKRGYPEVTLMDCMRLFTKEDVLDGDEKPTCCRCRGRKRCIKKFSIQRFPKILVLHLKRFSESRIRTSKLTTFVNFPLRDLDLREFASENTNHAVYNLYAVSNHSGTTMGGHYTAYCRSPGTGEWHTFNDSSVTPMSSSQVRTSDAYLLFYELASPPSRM
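Cell-free coupled assay: 10nM USP2 core preincubated 30min RT with compound in Tris-HCl pH 8.0/CaCl2/CHAPS buffer, then 25nM Ub-CHOP2 and 25nM reporter substrate; fluorescence (Ex 485/Em 531) read after 60min RT, normalized to NEM inhibition, concentration-response curves fitted.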
PKM2 act: PKM2 (human) enzyme activation. P14618. purified PKM2, Kinase-Glo ATP luminescence, activation; response scale: 0% is enzyme alone, no compound. Potency, µM (series often up to 57.5 µM), for inactives: at the top dose activation, actives largely listed as activators. 0.34% of 260,000 active; note: potency is the fitted concentration of half-maximal effect; % is set by controls: 0 for no effect and ±100 for the full control effect; nearly all actives have a fitted effect of over 55% in size
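hPK-M2, >95% pure; 0.1 mM ADP / 0.5 mM PEP final; imidazole pH7.2 buffer w/ 7 mM MgCl2, 50 mM KCl; 1 h RT; Kinase-Glo lum. Intermediate enzyme activity for dual inhibitor/activator qHTS.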
GALK inhibitor: blocks human galactokinase activity; P51570; Purified GALK, Kinase-Glo residual ATP luminescence; Potency, µM (top dose mostly 57.5 µM), without a hit: at the top dose activity change, negative = inhibition, most hits filed as inhibitors; 0.007% of 270,000 active; AID 1868; note: potency is the fitted concentration of half-maximal effect; % is set by controls: 0 for no effect and ±100 for the full control effect
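Human GALK (5 nM) with 35 uM ATP and 100 uM galactose in 20 mM HEPES pH 8.0, 5 mM MgCl2, 60 mM NaCl, 1 mM DTT, 0.01% BSA. After 1 h at room temperature, leftover ATP was read by Kinase-Glo Plus luminescence.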
Active calls of the source: *; ? = inconclusive; / = not tested or not shown; [ ] = dose if it differs, or a comment. Unless noted, calls come from the whole dose curve; as a rule, active = well fitted curve in the direction sought with a large enough effect; inconclusive = small, poorly fitted or top-dose-only effect, or another doubt; inactive = no such curve, though single readings can be large; an effect the other way counts as inactive or inconclusive. A portion of the library; rates above refer to the full screens.

SMILES	BCR signal inh	Eya2 phos inh	S-ASM inh	hERG WT inh	Mito fusion yeast	MBNL1 CUG block	Menin MLL FP TR	TSHR antag	USP2a inh	PKM2 act	GALK inhibitor
CCC(C(=O)O/N=C(\N)c1ccc(Cl)cc1)c1ccccc1 (stereo not drawn)	-1%	-18%	-1%	2	14%	2%	5%	-12	-1%	3%	0%
O=c1c2ccccc2[nH]c(=S)n1CCCN1CCC(Cc2ccccc2)CC1	?	13%	-8%	-14	-18%	-13%	-22%	-6	5%	/	3%
O=C(O)CN1CCN(Cc2cccc(Cl)c2)C1=O	-6%	2%	1%	-1	-5%	-8%	13%	2	0%	/	-2%
Cc1ccc2cc3c(NC(=O)CC(C)C)nn(C)c3nc2c1	?	17%	75%[activator]	-14	-3%	20%	2%	-16	3%	-2%	0%
C/C(=N\NC(=O)c1nnn(-c2nonc2N)c1C(C)C)c1ccncc1	0%	-6%	-2%	15	5%	-16%	?	30	-1%	/	1%
O=C1CN(C(=O)c2ccccc2F)C(c2ccccc2)c2cc(Cl)ccc2N1 (stereo not drawn)	-6%	?	1%	3	-10%	1%	-22%	-3	-8%	/	2%
O=C(NCCCN1CCOCC1)c1cc(-c2ccc(Cl)c(Cl)c2)on1	-27%	10%	-3%	13	17%	1%	-2%	13	0%	3%	-1%
CCOC(=O)c1[nH]c2ccc(F)cc2c1NC(=O)Nc1ccccc1OC	-2%	5%	10%	4	4%	6%	0%	6	1%	-11%	1%
CCc1nc(SCC(=O)Nc2c(C)nn(C)c2C)c2cnn(-c3ccccc3)c2n1	-1%	-1%	/	/	-3%	-5%	9%	-7	0%	3%	0%
CC(C)Oc1ccc(C(=O)Nc2cc(=O)n(C)c(=O)n2C)cc1	-14%	-15%	-3%	-10	2%	-3%	1%	-7	1%	-1%	2%
CCn1c(=O)c(C(=O)NNC(=O)c2ccccc2)c(O)c2ccccc21	?	-16%	-6%	23	13%	-1%	?	-11	-5%	/	-4%
COc1ccc(C(=O)CSc2nnc(-c3ccc(S(=O)(=O)N4CCOCC4)cc3)o2)cc1	1%	-8%	1%	-5	4%	13%	-6%	-2	2%	2%	2%
O=C(C[C@H]1C[C@H](C(=O)N2CCOCC2)[C@@]2(CCC3CCCC3)c3[nH]c4ccc(Cl)cc4c3CCN2C1=O)NCc1ccco1	2%	-3%	-17%	3	/	/	/	5	2%	/	/
O=C1C(Nc2ccccc2)=C/C(=N/S(=O)(=O)c2cccs2)c2ccccc21	?	-7%	-20%	-16	-25%	?	?	-35	2%	-18%	3%
CC1=NN(C(=O)c2ccc(Br)cc2)C(O)(c2ccccc2)C1 (stereo not drawn)	?	-4%	-7%	4	-1%	-2%	?	11	-11%	-19%	-2%
Cc1nc2ccccc2c(=O)n1NC(=O)C1CCC(C(C)(C)C)CC1 (stereo not drawn)	-4%	-11%	1%	-3	16%	-1%	0%	-11	0%	-1%	-3%
Cc1cc(NC(=O)/C=C/c2ccco2)ccc1NC(=O)c1ccccc1	?	0%	0%	-12	5%	?	-9%	-28	-1%	1%	-7%
COc1ccc(/C=N/NC(=O)c2ccc3c(c2)OCO3)c(C(=O)O)c1OC	?	8%	4%	3	-2%	1%	0%	-4	-1%	-2%	4%
O=C(CCSCc1ccc(Cl)cc1)NCCC1=CCCCC1	3%	0%	2%	0	28%	0%	-11%	-19	0%	0%	2%
Cc1ccc(CNC(=O)C2C3C=CC4(CN(Cc5cccnc5)C(=O)C24)O3)cc1 (stereo not drawn)	?	-13%	-2%	9	0%	-6%	1%	11	-2%	0%	3%
CC(=O)Nc1ccc(NC(=O)C/C(C)=N/NC(=O)C(=O)Nc2ccc(C)c(Cl)c2)cc1	?	7%	2%	-1	1%	0%	/	-6	1%	2%	-1%
Cc1ccc(CSc2nc3ccccc3cc2C=O)cc1	?	-17%	?	1	7%	-9%	8%	-21	-8%	-1%	4%
Cc1cc(C(=O)N/N=C/c2cc([N+](=O)[O-])cc(C)c2O)n[nH]1	-8%	3%	-9%	-1	0%	?	24%	14	-1%	8%	-2%
Cc1cn2nc(N)c3ccccc3c2n1	2%	3%	14%	-4	-5%	-8%	-18%	-9	1%	13%	4%
CCC(CC)C(=O)Nc1c(C)n(C)n(-c2ccccc2)c1=O	?	-3%	5%	6	2%	-1%	3%	-2	0%	-1%	0%
Cc1ccc(C(=O)N2CCCc3ccccc32)c(F)c1F	1%	1%	-10%	-1	4%	-3%	-17%	-4	0%	-1%	3%
COc1ccccc1C(=O)Nc1ccc(-c2nnc(SCC(=O)O)n2C)cc1	-1%	18%	11%	13	-4%	4%	0%	6	1%	-2%	-2%
CNC(=S)NNC(=O)Cc1ccc(OC)c(OC)c1	-7%	6%	0%	-12	1%	-5%	2%	9	2%	3%	3%
Cc1ccc(NC(=O)COC(=O)C2CCC(=O)N2)c(S(=O)(=O)N2CCOCC2)c1 (stereo not drawn)	7%	-8%	8%	9	2%	5%	1%	0	-2%	-4%	3%
COC(=O)[C@@H]1C(c2ccccc2)(c2ccccc2)[C@@]1(C)C(=O)OC	6%	3%	5%	-5	-10%	/	-12%	6	6%	-8%	0%
Cc1csc2nc3cc(C(N)=O)ccc3c(=O)n12	1%	-11%	/	-8	-25%	23%	/	12	6%	-12%	-1%
COc1ccc2cc1Oc1ccc(cc1)C[C@H]1c3c(cc(OC)c4c3Oc3c(ccc5c3[C@H](C2)N(C)CC5)O4)CCN1C	?	3%	-2%	-4	/	/	/	7	0%	/	/
Cc1ccc(NC(=O)CC2SC(=O)N(c3ccccc3)C2=O)cc1 (stereo not drawn)	?	-20%	-1%	0	-1%	7%	20%	-6	-1%	-3%	-3%
N#CC1(c2ccccc2)CCC(=NNS(=O)(=O)c2ccccc2)CC1 (stereo not drawn)	?	1%	-1%	-2	-8%	/	/	7	-1%	/	/
O=C(COC(=O)c1ccc(Cl)c(S(=O)(=O)N2CCCC2)c1)NCc1cccs1	?	-7%	-2%	9	-3%	-4%	6%	16	-2%	6%	0%
CCC(C)(C)C1CCC(=NNC(=O)c2ccc(Br)o2)CC1 (stereo not drawn)	?	0%	1%	11	-3%	8%	7%	-2	0%	0%	2%
CCCCOC(=O)Nc1ccc(C)c(Cl)c1	8%	-5%	-5%	2	-6%	2%	4%	-4	-1%	-2%	-1%
O=C(c1cc(F)ccc1F)C1CCCN(C(=O)CSc2ccccn2)C1 (stereo not drawn)	-10%	-7%	-1%	27	10%	-3%	-6%	3	0%	-3%	9%
C[C@H]1CN([C@@H](C)CO)C(=O)c2cccc(NC(=O)c3ccc(-c4nccs4)cc3)c2O[C@@H]1CN(C)C(=O)Nc1cccc2ccccc12	0%	-16%	-4%	-3	/	/	/	-15	2%	/	/
CC(=O)C1=C(C)NC(SCC(=O)c2ccccc2)=C(C#N)C1CC(C)C (stereo not drawn)	?	-28%	-3%	-16	11%	0%	1%	-1	0%	-15%	-6%
COc1ccc(CC(=O)Nc2ccccc2C(C)=O)cc1S(=O)(=O)N1CCOCC1	-1%	20%	0%	1	12%	/	/	/	-1%	/	/
CN(Cc1ccccc1)C(=O)COC(=O)Cc1ccc(Cl)cc1	7%	-3%	1%	10	/	/	/	-9	2%	/	/
Cc1cccc(C)c1OCC(=O)Nc1ccc(NC(=O)c2ccco2)cc1	?	4%	2%	-6	6%	4%	7%	2	-1%	0%	3%
CCOc1ccc(NC(=O)N(c2ccccc2)c2ccccc2)cc1	?	-10%	2%	-7	2%	2%	25%	-1	2%	-2%	2%
O=C(CN1CCN(c2ccccn2)CC1)NC(=O)NC1CCCCC1	-7%	-1%	-1%	0	9%	-8%	-6%	-4	-1%	-12%	8%
